High-throughput results: PubChem, National Center for Advancing Translational Sciences (NCATS)
IL2 activator: IL-2 activation. actives 0.065% (n = 360,000). activation, % (series mostly up to about 46 µM). IL-2 activation reporter assay, cell-based qHTS; stimulated with anti-CD3/CD4/CD28 beads; in transgenic mouse T cells; in the data active means activation above about 50%; inconclusive means mostly about 30% to 49%; further: 0% is about no effect
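Readout: EGFP and DsRed signals by fluorescent plate cytometry. Unstimulated transgenic mouse T cells received compound 60 min before antibody-bead stimulation, then incubated 18 h at 37 degrees C.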
aSyn rescue: alpha-synuclein toxicity inhibition in yeast | Potency, µM (doses to about 46.1 µM), for inactives: at the top dose growth rescue (activation), usual class: activators | Yeast expressing alpha-synuclein, growth rescue, BacTiter-Glo, 24 h | AID 652106 | actives 0.14% (n = 370,000); further: potency means the concentration at half of the fitted maximal effect; % of control where 0% means no effect; nearly all actives have a fitted effect of over 65% in size
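Readout is rescue of growth in alpha-synuclein-expressing yeast, so inhibitors of toxicity appear as activators. Growth after 24 hr at 30 deg C in galactose medium is quantified by luminescence.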
PI5P4K alpha inh: blocks human PI5P4K alpha kinase activity | max response, % | actives 1.2% (n = 330,000) | PI5P4Kalpha enzyme, ADP-Glo luminescence, 60 min; stronger effect = lower value | P48426; active means max response of -50% or lower; inconclusive means between -30% and -50%; inactive means -30% or higher; further: value at the top dose of about 77 µM; on the % scale 0 is the no-effect control and ±100 the full control effect
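Compounds were pin-transferred onto PI5P4Kalpha and substrate in HEPES pH 7.4 buffer with EGTA, CHAPS and 5% DMSO. ATP (5 microM final) started the reaction, which ran 60 minutes at room temperature before ADP-Glo detection.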
Abeta yeast res: compounds reversing amyloid beta toxicity in yeast; yeast expressing A-beta42, growth rescue, OD600, 48 h; response scale: 0% DMSO, 100% iron-clioquinol control; actives 0.063% (n = 410,000); AID 1347071; Potency, µM (highest dose often 46.1 µM), for inactives: at the top dose growth rescue, usual class: activators; further: potency means the concentration at half of the fitted maximal effect; nearly all actives have a fitted effect of over 55% in size
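Yeast growth medium received pinned compounds, then yeast cells expressing toxic A-beta were added; plates incubated at 30 C for 48 hr. Growth read as absorbance at 600 nm, normalized to DMSO and equimolar FeCl3 plus clioquinol controls.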
FUS yeast rescue: FUS proteinopathy suppression in yeast; S. cerevisiae FUS-expressing, growth rescue, OD600, 24 h; Potency, µM (doses to about 76.6 µM), without a hit: top-dose growth rescue (activation), usual class: activators; actives 0.24% (n = 390,000);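 further: potency means the concentration at half of the fitted maximal effect; plate controls were DMSO vehicle for no effect and reference control for full effect; nearly all actives have a fitted effect of over 55% in size; some results filed as inactive show a strong effect at the top dose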
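S. cerevisiae expressing FUS from galactose induction served as the toxicity model. Growth after 24hr at 30C, read as absorbance at 600 nm, indicates suppression of toxicity; compounds dosed at several concentrations.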
WRN inhibitor: inhibitors of human WRN helicase; Q14191; WRN helicase unwinding, fluorescent forked duplex, kinetic; Potency, µM (top dose mostly 114 µM), for inactives: at the highest dose activity change, negative = inhibition, hits mostly inhibitors; actives 0.46% (n = 360,000); further: potency means the concentration at half of the fitted maximal effect; on the % scale 0 is the no-effect control and ±100 the full control effect; nearly all actives have a fitted effect of over 55% in size
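WRN at 20 nM final was preincubated with compound for 15 min at room temperature; reaction started with 100 nM forked duplex oligonucleotide carrying fluorophore and quencher plus 2 mM ATP (final). Unwinding followed kinetically by red fluorescence (ex 525/em 598 nm).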
EPAC1 antag: EPAC1 (human) antagonism. actives 0.14% (n = 360,000). Potency, µM (top dose mostly 115 µM), inactives show at the highest dose activity change, negative = inhibition, hits mostly inhibitors. EPAC1 GEF assay, Rap1b-BODIPY-GDP exchange fluorescence;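 further: potency means the concentration at half of the fitted maximal effect; plate controls were vehicle for no effect and positive control for full effect; nearly all actives have a fitted effect of over 50% in size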
Target sequence (O95398 whole entry, looked up): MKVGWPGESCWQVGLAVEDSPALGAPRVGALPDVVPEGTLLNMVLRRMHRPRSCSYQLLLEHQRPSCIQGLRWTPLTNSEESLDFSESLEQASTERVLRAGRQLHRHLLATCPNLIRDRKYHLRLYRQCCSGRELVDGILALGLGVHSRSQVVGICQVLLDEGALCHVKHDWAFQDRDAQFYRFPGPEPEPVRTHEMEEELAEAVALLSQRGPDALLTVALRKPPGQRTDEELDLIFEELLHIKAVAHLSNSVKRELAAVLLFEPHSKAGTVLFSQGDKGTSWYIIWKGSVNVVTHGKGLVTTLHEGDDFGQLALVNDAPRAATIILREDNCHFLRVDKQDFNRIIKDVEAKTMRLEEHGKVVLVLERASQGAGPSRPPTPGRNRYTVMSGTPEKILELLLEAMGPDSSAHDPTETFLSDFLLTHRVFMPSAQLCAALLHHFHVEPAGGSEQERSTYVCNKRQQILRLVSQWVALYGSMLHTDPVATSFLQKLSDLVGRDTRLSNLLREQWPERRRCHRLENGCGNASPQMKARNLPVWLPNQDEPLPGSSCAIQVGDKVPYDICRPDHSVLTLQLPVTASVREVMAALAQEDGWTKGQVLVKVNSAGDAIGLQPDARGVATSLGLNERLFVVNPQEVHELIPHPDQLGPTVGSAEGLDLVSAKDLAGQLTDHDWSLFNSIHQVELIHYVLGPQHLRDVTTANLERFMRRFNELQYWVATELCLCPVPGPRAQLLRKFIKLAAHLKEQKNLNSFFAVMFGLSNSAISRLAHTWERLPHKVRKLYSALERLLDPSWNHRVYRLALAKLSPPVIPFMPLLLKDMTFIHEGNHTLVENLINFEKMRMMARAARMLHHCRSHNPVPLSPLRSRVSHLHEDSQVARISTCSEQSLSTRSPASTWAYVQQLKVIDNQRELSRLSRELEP
PLK1 PBD inh: PLK1 (human) polo-box domain binding inhibition. P53350. Plk1 PBD binding of FITC phosphopeptide, fluorescence polarization. Potency, µM, for the others: max response, negative = inhibition, hits mostly inhibitors. actives 2.8% (n = 360,000); further: potency means the concentration at half of the fitted maximal effect; series mostly up to about 57 µM; on the % scale 0 is the no-effect control and ±100 the full control effect; nearly all actives have a fitted effect of over 65% in size
EPAC1 agonist: agonists of human EPAC1. Potency, µM (titrated, usually from 154 µM), for inactives: top-dose activation, usual class: activators. O95398. actives 0.073% (n = 360,000). AID 720707. EPAC1 agonist qHTS, biochemical assay; response scale: 100% = response to 6.5 mM cAMP; further: potency means the concentration at half of the fitted maximal effect; nearly all actives have a fitted effect of over 60% in size
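EPAC1 100 nM, Rap1B–BODIPY-GDP 250 nM, unlabeled GDP 50 uM; compound titration; 5 min RT; kinetic read ex480/em540 at 5-min intervals ×30 min; data normalized to 6.5 mM cAMP agonist control.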
The depositor's hits bear a star; [ ] = dose if it differs, or a comment. Unless noted, the call rests on the fitted dose curve; in most records, active means well fitted curve in the direction sought with a large enough effect; inconclusive means small, poorly fitted or top-dose-only effect, or another doubt; inactive means no such curve, though single readings can be large; an effect the other way counts as inactive or inconclusive.

Cc1onc(-c2ccccc2Cl)c1C(=O)Nc1ccccc1C(N)=O was read as IL2 activator -0.2, aSyn rescue 0%, PI5P4K alpha inh -5, Abeta yeast res 7%, FUS yeast rescue -3%, WRN inhibitor 0%, EPAC1 antag -11%, PLK1 PBD inh -2% and EPAC1 agonist 2%.
Screening Nc1c(C(=O)NCCc2ccccc2)nnn1Cc1ccccc1 returned IL2 activator -1.7, aSyn rescue -6%, PI5P4K alpha inh -1, Abeta yeast res 10%, FUS yeast rescue 12%, WRN inhibitor -1%, EPAC1 antag -3%, PLK1 PBD inh 2% and EPAC1 agonist -6%.
Screening CC(C)CCN1CC(O)=C(c2nc3ccccc3[nH]2)C1=N returned IL2 activator 1.8, aSyn rescue 2%, Abeta yeast res 19%, FUS yeast rescue 19%, WRN inhibitor -4%, EPAC1 antag -1%, PLK1 PBD inh -6% and EPAC1 agonist 1%.
`ON1C(c2ccccc2C(F)(F)F)N(O)[C@H]2CCCC[C@H]21` (stereo partly drawn) gave IL2 activator 0.3, aSyn rescue 0%, Abeta yeast res -3%, FUS yeast rescue 6%, WRN inhibitor 0%, EPAC1 antag -6%, PLK1 PBD inh 1% and EPAC1 agonist 8%.
For O=C(COc1ccccc1)Nc1ccc2c(c1)Cc1cc(NC(=O)COc3ccccc3)ccc1-2 the results were IL2 activator 2.3, aSyn rescue 4%, PI5P4K alpha inh -9, Abeta yeast res -7%, FUS yeast rescue -3%, WRN inhibitor 6%, EPAC1 antag -6%, PLK1 PBD inh -14% and EPAC1 agonist 5%.
C/C(=N\NC(=O)c1ccc(C)cc1)c1c(C)[nH]n(-c2ccccc2)c1=O was read as IL2 activator -0.7, aSyn rescue 5%, PI5P4K alpha inh -5, Abeta yeast res -6%, FUS yeast rescue -2%, WRN inhibitor 2%, EPAC1 antag 2%, PLK1 PBD inh 3% and EPAC1 agonist 4%.
For CC1Cc2ccccc2N1CC(=O)NC(=O)NC1CCCCC1 (stereo not drawn) the results were IL2 activator 0.2, aSyn rescue 1%, PI5P4K alpha inh -5, Abeta yeast res inconclusive, FUS yeast rescue inconclusive, WRN inhibitor -6%, EPAC1 antag 0%, PLK1 PBD inh 2% and EPAC1 agonist 3%.
For O=C(c1cccc(-c2nnc(-c3ccccc3)o2)c1)N1CCCCC1 the results were IL2 activator -0.8, aSyn rescue -10%, PI5P4K alpha inh -4, Abeta yeast res -9%, FUS yeast rescue 5%, WRN inhibitor -2%, EPAC1 antag 10%, PLK1 PBD inh 1% and EPAC1 agonist -4%.
Screening CC(C)[C@@H]1COC(c2cccc(C3=N[C@H](C(C)C)CO3)n2)=N1 returned IL2 activator 1.7, aSyn rescue -5%, PI5P4K alpha inh 1, Abeta yeast res -4%, FUS yeast rescue -25%, WRN inhibitor 5%, EPAC1 antag -1%, PLK1 PBD inh 0% and EPAC1 agonist -22%.
N#CC1CN(C(c2ccccc2)c2ccccc2)C1 was read as IL2 activator -0.2, aSyn rescue -2%, PI5P4K alpha inh -6, Abeta yeast res -6%, FUS yeast rescue -8%, WRN inhibitor -2%, EPAC1 antag 5%, PLK1 PBD inh -8% and EPAC1 agonist 2%.
`O=C(Nc1ccccc1C(=O)O)c1cncc(Br)c1` gave IL2 activator 0.9, PI5P4K alpha inh inconclusive, Abeta yeast res 9%, FUS yeast rescue -13%, WRN inhibitor -16%, EPAC1 antag -11%, PLK1 PBD inh -4% and EPAC1 agonist 0%.
`COc1ccc(C(CC(=O)N2CCCC2)C(C)C)cc1` (stereo not drawn) gave IL2 activator -0.3, aSyn rescue -1%, PI5P4K alpha inh -2, Abeta yeast res 3%, FUS yeast rescue -13%, WRN inhibitor -1%, EPAC1 antag 9%, PLK1 PBD inh -12% and EPAC1 agonist -5%.
CCc1nc(C)c(C(=O)N2CCCC(C(=O)Nc3cccc(-c4cccc(C)c4)c3)C2)o1 (stereo not drawn) was read as IL2 activator -4.6, aSyn rescue 11%, PI5P4K alpha inh -1, Abeta yeast res -2%, FUS yeast rescue inconclusive, WRN inhibitor -7%, EPAC1 antag -26%, PLK1 PBD inh -17% and EPAC1 agonist -5%.
For O=c1cc(CSc2nnc(Nc3ccccc3F)s2)nc2sccn12 the results were IL2 activator 2.1, aSyn rescue 0%, PI5P4K alpha inh -21, Abeta yeast res -4%, FUS yeast rescue 1%, WRN inhibitor -4%, EPAC1 antag inconclusive, PLK1 PBD inh -16% and EPAC1 agonist 6%.
CCCNC(=O)CN1CCC(c2nc3ccccc3[nH]2)CC1 was read as IL2 activator 0.6, aSyn rescue 0%, PI5P4K alpha inh -5, Abeta yeast res -15%, FUS yeast rescue -13%, WRN inhibitor 6%, EPAC1 antag -18%, PLK1 PBD inh 6% and EPAC1 agonist -1%.

Quoted at random: three entries already listed, in no set order.
`COc1ccc(C(CC(=O)N2CCCC2)C(C)C)cc1` (stereo not drawn) gave IL2 activator -0.3, aSyn rescue -1%, PI5P4K alpha inh -2, Abeta yeast res 3%, FUS yeast rescue -13%, WRN inhibitor -1%, EPAC1 antag 9%, PLK1 PBD inh -12% and EPAC1 agonist -5%.
Screening CC(C)[C@@H]1COC(c2cccc(C3=N[C@H](C(C)C)CO3)n2)=N1 returned IL2 activator 1.7, aSyn rescue -5%, PI5P4K alpha inh 1, Abeta yeast res -4%, FUS yeast rescue -25%, WRN inhibitor 5%, EPAC1 antag -1%, PLK1 PBD inh 0% and EPAC1 agonist -22%.
CCCNC(=O)CN1CCC(c2nc3ccccc3[nH]2)CC1 was read as IL2 activator 0.6, aSyn rescue 0%, PI5P4K alpha inh -5, Abeta yeast res -15%, FUS yeast rescue -13%, WRN inhibitor 6%, EPAC1 antag -18%, PLK1 PBD inh 6% and EPAC1 agonist -1%.

Carrying on:
Screening CCCN(C(=O)c1ccc(N(C)S(=O)(=O)c2ccc(C)cc2)cc1)C1CCS(=O)(=O)C1 (stereo not drawn) returned IL2 activator -1.0, aSyn rescue -4%, PI5P4K alpha inh -3, Abeta yeast res -3%, FUS yeast rescue 8%, WRN inhibitor -12%, EPAC1 antag 10%, PLK1 PBD inh -3% and EPAC1 agonist 3%.
For CCn1c(=O)cc(SCC(=O)N2CCN(C(=O)c3ccco3)CC2)c2ccccc21 the results were IL2 activator -2.0, aSyn rescue -11%, Abeta yeast res 8%, FUS yeast rescue 12%, WRN inhibitor 0%, EPAC1 antag 6%, PLK1 PBD inh -5% and EPAC1 agonist -4%.
For Cc1nn(C)c(C)c1NS(=O)(=O)c1ccccc1Cl the results were IL2 activator -0.2, aSyn rescue -6%[1.84 µM], PI5P4K alpha inh 9, Abeta yeast res -3%, FUS yeast rescue -1%, WRN inhibitor 2%, EPAC1 antag 1%, PLK1 PBD inh inconclusive and EPAC1 agonist -2%.
Screening C[C@H](CO)N1C[C@H](C)[C@@H](CN(C)Cc2ccncc2)Oc2c(NS(=O)(=O)c3ccccc3)cccc2C1=O returned IL2 activator 0.0, aSyn rescue 7%, PI5P4K alpha inh 3, Abeta yeast res 2%, FUS yeast rescue -6%, WRN inhibitor -3%, EPAC1 antag 17%, PLK1 PBD inh 3% and EPAC1 agonist -17%.
For COc1cc(CNc2ncnc3c2ncn3[C@H]2CN(Cc3ccc(F)cc3)C[C@@H](CO)O2)cc(OC)c1OC the results were IL2 activator -0.3, aSyn rescue 1%, PI5P4K alpha inh 5, Abeta yeast res -19%, FUS yeast rescue 16%, WRN inhibitor -3%, EPAC1 antag -4%, PLK1 PBD inh -4% and EPAC1 agonist -13%.
For CN1CCN(C(=S)NC(=O)c2ccccc2Br)CC1 the results were IL2 activator -3.1, aSyn rescue -1%, PI5P4K alpha inh -5, Abeta yeast res 5%, FUS yeast rescue 5%, WRN inhibitor -5%, EPAC1 antag 6%, PLK1 PBD inh -20% and EPAC1 agonist 1%.
For CC(=O)c1ccc(NC(=O)CSc2nnc(NC(=O)C3CC3)s2)cc1 the results were IL2 activator -0.8, aSyn rescue 3%, PI5P4K alpha inh 2, Abeta yeast res 0%, WRN inhibitor -23%, EPAC1 antag -2%, PLK1 PBD inh -1% and EPAC1 agonist 0%.
CCOc1ccc(NC(=O)CN(C)C(=O)c2ccccc2-n2cnnn2)cc1OCC was read as IL2 activator 0.9, aSyn rescue -3%, PI5P4K alpha inh -3, Abeta yeast res -5%, FUS yeast rescue 19%, WRN inhibitor -1%, EPAC1 antag 2%, PLK1 PBD inh -17% and EPAC1 agonist 6%.
Screening O=S(=O)(Nc1ncccn1)c1ccc(F)cc1 returned IL2 activator 2.0, aSyn rescue -4%, PI5P4K alpha inh -1, Abeta yeast res 14%, FUS yeast rescue 11%, WRN inhibitor -20%, EPAC1 antag -3%, PLK1 PBD inh -2% and EPAC1 agonist 7%.
For COc1cccc(NC(=O)CN(C)C(=O)c2csc3c2CCCC3)c1 the results were IL2 activator 0.4, aSyn rescue 0%[1.84 µM], PI5P4K alpha inh 6, Abeta yeast res 5%, FUS yeast rescue 18%, WRN inhibitor -2%, EPAC1 antag 2%, PLK1 PBD inh -10% and EPAC1 agonist -12%.
For COc1ccc(F)cc1S(=O)(=O)N1CCCCC1 the results were IL2 activator -0.7, aSyn rescue 1%, PI5P4K alpha inh -4, Abeta yeast res -9%, FUS yeast rescue -5%, WRN inhibitor -8%, EPAC1 antag -9%, PLK1 PBD inh -12% and EPAC1 agonist 4%.
For COc1cc(C(=O)NCC2(c3ccccc3)CCCC2)cc(OC)c1OC the results were IL2 activator 0.4, aSyn rescue 6%, PI5P4K alpha inh -2, Abeta yeast res 4%, FUS yeast rescue 7%, WRN inhibitor 4%, EPAC1 antag 9%, PLK1 PBD inh 3% and EPAC1 agonist 3%.
`COc1cc(/C=N/NC(=O)Cn2nnc3ccccc32)ccc1O` gave IL2 activator -2.7, aSyn rescue -9%, PI5P4K alpha inh 2, Abeta yeast res -8%, FUS yeast rescue -28%, WRN inhibitor -3%, EPAC1 antag 1%, PLK1 PBD inh -13% and EPAC1 agonist -1%.
